# Screens as filed in PubChem BioAssay.
# S-ASM inh – inhibitors of human secretory acid sphingomyelinase; hit rate 0.006% among 340,000; AID 504937; placental ASM, HMU-PC fluorogenic substrate, 60 min; Potency, µM (doses to about 57.5 µM), for inactives: at the highest dose activity change, negative = inhibition, most hits filed as inhibitors; P17405; further: potency means the concentration at half of the fitted maximal effect
#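 Fluorogenic HMU-PC substrate (9 uM final) is turned over by placental ASM in 60 min at 37 C after a 10 min compound preincubation. Reaction ended by alkaline stop (pH 10), with fluorescence read at 386/447 nm.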
# Mito fusion act – inhibitors of mitochondrial division or activators of mitochondrial fusion; S. cerevisiae fusion-defective mutant growth rescue, CellTiterGlo 48 h; Potency, µM (top dose mostly 46.1 µM), for the others: at the highest dose growth rescue (activation), actives largely listed as activators; hit rate 0.23% among 320,000; AID 485298;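 further: potency means the concentration at half of the fitted maximal effect; % of control where 0% means no effect; nearly all actives have a fitted effect of over 45% in size; temperature-sensitive fusion mutants such as fzo1-1 at 37 °C on non-fermentable ethanol glycerol medium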
#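 Compounds are tested for their ability to restore growth of mitochondrial fusion-defective yeast strains at non-permissive 37C in YPEG medium over 48 hours. Viability is quantified by luciferase luminescence.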
# TCR activator – activators of T cell receptors; 330,000 tested, under 10 active; Potency, µM (highest dose often 9.22 µM), inactives show at the top dose activation of IL-2 secretion, most hits filed as activators; primary human leukocytes, anti-CD3, IL-2 HTRF, 48 h; further: % of control where 0% means no effect
#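 1) Mix primary human leukocytes, a-CD3 beads and compound. 2) Incubate 48 hr. 3) Add HTRF IL-2 reagents (a-IL-2-K, a-IL-2-d2).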
# Eya2 inh – Eya2 (human) phosphatase inhibition | hit rate 0.006% among 330,000 | Potency, µM (series often up to 76.9 µM), for inactives: top-dose activity, negative = inhibition, usual class: inhibitors | O00167 | AID 488837 | recombinant Eya2, OMFP fluorescence dephosphorylation (OMFP is methylfluorescein phosphate); further: potency means the concentration at half of the fitted maximal effect; on the % scale 0 is the no-effect control and ±100 the full control effect
#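 Eya2 protein (added as 0.2 uM solution) was preincubated with compound for 10 min at ambient temperature in 50 mM HEPES pH 7.5, 50 mM NaCl, 5 uM MgCl2, 0.05% BSA, 1 mM DTT. OMFP (added at 50 uM) then reacted 10 min; fluorescence read at 485/525 nm.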
# TSG101-PTAP inh – blocks PTAP/TSG101 interaction to inhibit HIV-1 budding; Q99816; Fluorescence polarization, FITC-PTAP peptide / Tsg101 binding; Potency, µM (highest dose often 115 µM), for the others: at the highest dose activity change, negative = inhibition, usual class: inhibitors; 340,000 tested, under 10 active; active means well fitted inhibition curve with a large enough effect in the main read-out, with a control signal flat, not every such curve was filed as active; inconclusive means small, poorly fitted or top-dose-only effect, or effect the other way, or a change in a side signal; inactive means no such curve, though single readings can be large or run the other way; further: potency means the concentration at half of the fitted maximal effect; % of control where 0% means no effect
#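 Tsg101 binding domain (10 uM final) was mixed with compound and a FITC-labeled PTAP peptide (50 nM final) in HEPES pH 7.5 buffer with NaCl, Tween 20, EDTA and TCEP; fluorescence polarization was read after 20 min at r.t.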
# AT treatment – potential ataxia-telangiectasia treatment; Potency, µM (doses to about 57.5 µM), for the others: at the highest dose activation, hits mostly activators; AID 485349; hit rate 0.19% among 320,000; […] A-T fibroblasts, KAP-1 phosphorylation AlphaLISA; neocarzinostatin DNA damage 30 min before lysis; further: potency means the concentration at half of the fitted maximal effect; % of control where 0% means no effect; nearly all actives have a fitted effect of over 45% in size
#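 hTERT-immortalized A-T patient fibroblasts ([…]), 500 cells/well in OPTI-MEM, 1% FBS, got compounds for 60 min, then NCS for 30 min at 37C. Lysates were then assayed for phospho-KAP-1 by AlphaLISA (anti-pKAP1 donor, anti-KAP1 acceptor beads), 6 hr at 25C.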
# Integrin act MD – activators of alpha7 integrin expression for muscular dystrophy; Potency, µM (highest dose often 38.3 µM), for inactives: top-dose activation, usual class: activators; alpha7betagal myoblasts, beta-gal FDG fluorescence, 48 h; AID 624291; hit rate 0.064% among 350,000;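 further: potency means the concentration at half of the fitted maximal effect; 100% = response of the positive control SU9516; nearly all actives have a fitted effect of over 60% in size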
#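 Alpha7betagal+/- myoblasts (passage 13) were plated 16-24 hr, then exposed to compounds (1:260 dilution of DMSO stock) for 48 hours at 37C. After MPER lysis, β-galactosidase reporter activity was read as FDG fluorescence (ex 480/em 540) after 30 minutes.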
# Tb PFK inh – inhibitors of T. brucei phosphofructokinase; AID 485367; hit rate 0.17% among 330,000; Potency, µM (highest dose often 57.5 µM), for inactives: at the top dose activity, negative = inhibition, actives largely listed as inhibitors; T. brucei PFK, ADP-Glo luminescence; O15648;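 further: potency means the concentration at half of the fitted maximal effect; 0% = uninhibited 1x PFK enzyme wells and -100% = no-enzyme wells; nearly all actives have a fitted effect of over 60% in size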
#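 1.25 nM PFK with 0.5 mM F6P and 0.1 mM ATP in 0.1 M TEA pH 8.0, 5 mM MgCl2, incubated 45 min at room temperature; ADP measured by ADP-Glo luminescence; compounds titrated up to 57 uM.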
# Chronic BCR inh – inhibitors of chronic active B-cell receptor signaling; Potency, µM (top dose mostly 46.1 µM), without a hit: top-dose ratio change, negative = lower green/red ratio, actives largely listed as inhibitors; hit rate 0.05% among 340,000; ABC-DLBCL IkBa-CBG/CBR reporter, luminescence ratio, 4 h; AID 493014; active means well fitted inhibition curve with a large enough effect in the signal ratio, with a control signal flat, not every such curve was filed as active; inconclusive means small, poorly fitted or top-dose-only effect, or effect the other way, or a change in a side signal; the % refers to the signal ratio;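 further: potency means the concentration at half of the fitted maximal effect; plate controls were basal doxycycline-induced cells for no effect and cells given 10 µM MG132 for full effect; MG132 reads +100%, hits lower the ratio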
#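 Doxycycline induced both beetle luciferases in TMD8 lymphoma cells; IKK-driven degradation limits the IkappaBalpha-fused green signal, while red luminescence normalises for cell number and nonspecific effects. Compounds tested up to 46 uM, 4 hrs.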
# TSHR antag – human thyrotropin receptor antagonism | activity change, negative = inhibition, % at 11.5 µM | hit rate 0.2% among 330,000 | P16473 | AID 504810 | TSHR-expressing cells, TSH-stimulated cAMP HTRF, 2 h; stronger effect = lower value;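 active means activity change below a set negative limit, meaning inhibition stronger than a set level, cut at about -70% in these data; inconclusive means activity change between two set negative limits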; further: on the % scale 0 is the no-effect control and ±100 the full control effect
# Target sequence (P16473 whole entry, looked up): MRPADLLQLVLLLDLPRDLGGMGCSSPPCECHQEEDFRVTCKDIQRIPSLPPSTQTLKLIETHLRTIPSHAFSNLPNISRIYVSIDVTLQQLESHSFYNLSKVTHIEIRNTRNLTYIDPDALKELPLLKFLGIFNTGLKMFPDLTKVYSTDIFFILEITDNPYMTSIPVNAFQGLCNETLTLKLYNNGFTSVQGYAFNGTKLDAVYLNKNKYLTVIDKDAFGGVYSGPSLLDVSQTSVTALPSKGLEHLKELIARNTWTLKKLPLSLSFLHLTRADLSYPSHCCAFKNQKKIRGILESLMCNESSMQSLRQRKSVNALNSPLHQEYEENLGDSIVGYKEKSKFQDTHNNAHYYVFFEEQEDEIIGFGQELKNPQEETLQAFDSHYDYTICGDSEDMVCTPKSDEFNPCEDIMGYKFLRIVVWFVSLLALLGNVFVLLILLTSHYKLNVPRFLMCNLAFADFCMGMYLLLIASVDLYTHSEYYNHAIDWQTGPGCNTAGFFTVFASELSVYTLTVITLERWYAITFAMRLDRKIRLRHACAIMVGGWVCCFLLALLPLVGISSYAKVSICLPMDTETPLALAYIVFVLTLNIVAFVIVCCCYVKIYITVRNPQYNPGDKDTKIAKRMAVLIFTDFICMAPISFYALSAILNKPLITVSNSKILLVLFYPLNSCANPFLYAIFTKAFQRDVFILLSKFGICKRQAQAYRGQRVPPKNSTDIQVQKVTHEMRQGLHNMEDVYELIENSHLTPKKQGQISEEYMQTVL
#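 Freshly harvested TSHR cells receive pin-tooled compound, then EC80 TSH at 4nM final. After 2 hours at 37 deg C, antibody in lysis buffer and cAMP-d2 are added; 30 minutes at ambient temperature precede the HTRF read.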
# ELG1 DNA repair – inhibitors of ELG1-dependent DNA repair in HEK293T cells. HEK293T ELG1-luciferase reporter, luminescence, 16 h; DNA damage induced by 5-fluorouridine. Potency, µM (titrated, usually from 46.1 µM), inactives show top-dose activity change, negative = inhibition, hits mostly inhibitors. hit rate 2.3% among 330,000. AID 504467; further: potency means the concentration at half of the fitted maximal effect; on the % scale 0 is the no-effect control and ±100 the full control effect; nearly all actives have a fitted effect of over 55% in size
#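 Overnight (16 hr) co-exposure of 2,000 cells/well to 5-fluorouridine and compound at 37 °C preceded detection. Luciferase was quantified via ONE-Glo luminescence; loss of signal denotes inhibition.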
# Starred values were filed as active, the others as inactive; ? = inconclusive; . = not tested or not shown; [ ] = dose if it differs, or a comment. Unless noted, the call rests on the fitted dose curve; in most records, active means well fitted curve in the direction sought with a large enough effect; inconclusive means small, poorly fitted or top-dose-only effect, or another doubt; inactive means no such curve, though single readings can be large; an effect the other way counts as inactive or inconclusive. Not a hit list. About 3.2% of those tested had a hit in this group.
SMILES,S-ASM inh,Mito fusion act,TCR activator,Eya2 inh,TSG101-PTAP inh,AT treatment,Integrin act MD,Tb PFK inh,Chronic BCR inh,TSHR antag,ELG1 DNA repair
Cc1ccc(NC(=S)N(CCN(C)C)Cc2cccs2)cc1,-1%,-4%,4%,-9%,-6%,0%,-11%,-3%,-4%,-4,-15%
CCc1ccc(Nc2ncc3c(n2)CC(c2ccco2)CC3=O)cc1 (centres undefined),-3%,11µM*,-2%,2%,-4%,-2%,3%,3%,10%,-9,0%
O=[N+]([O-])c1ccc2[nH]c3c(c2c1)CCCC3,-8%,?,-6%,-10%,-3%,0%,?,-16%,16%,-12,?
Cc1ccc(NC(=O)C2CC(=O)N(CCc3ccccc3)C2)c(C)c1 (centres undefined),3%,-11%,4%,12%,-3%,1%,8%,-2%,0%,6,6%
Cc1cc(C)n2nc(C(=O)N3CCN(c4ccc([N+](=O)[O-])cc4)CC3)nc2n1,-11%,-4%,2%,17%,1%,5%,5%,-2%,3%,-1,-5%
COc1ccc(CCNC(C(=O)Nc2cc(C)cc(C)c2)c2ccccc2)cc1 (centres undefined),.,-5%,6%,-6%,-1%,-15%,-2%,0%,?,24,-17%
CCn1c(SCC(=O)N/N=C/c2cc(OC)c(O)c(OC)c2)nc2ccccc21,4%,-1%,-4%[46.1 µM],-30%,-2%,0%,-6%,-6%,-16%,20,?
Cc1nnc(NC(=O)c2ccc(S(=O)(=O)N(C)c3ccccc3)cc2)s1,1%,0%,-6%,10%,0%,3%,0%,4%,6%,-11,-1%
O=C(O)C(c1ccccc1)C(c1ccccc1)c1ccccc1 (centres undefined),-1%,-4%,2%,9%,-6%,-6%,12%,-14%,15%,-5,-2%
Cc1ccc(/C=C/C(=O)Oc2ccc(C#N)cc2)o1,.,25%,.,11%,.,3%,.,1%,20%,4,5%
Cc1ccc2nc(N3CCN(c4ccccc4F)CC3)c(C=O)c(=O)n2c1,-3%,10%,2%,2%,1%,6%,-6%,-3%,?,-2,7%
CC(C)CNS(=O)(=O)c1ccc(CCC(=O)N2CCCC2)cc1,0%,2%,1%,-3%,-4%,-4%,15%,0%,0%,-10,-1%
O=C(CCc1ccc(S(=O)(=O)N2CCOCC2)cc1)N/N=C/c1ccc(F)cc1F,-2%,1%,3%,3%,-2%,-9%,-49%[inhibitor],-3%,1%,-8,-2%
COc1ccc(NC(=O)c2cc(C)nc3ccccc23)cc1S(=O)(=O)N1CCOCC1,1%,.,2%[46.1 µM],5%,0%,-7%,-9%,-3%,3%,-8,-1%
CCOc1cc(/C=N\NC(=O)OC)ccc1OC(=O)c1ccco1,0%,20%,5%,-3%,-4%,-6%,27%,-4%,0%,13,17%
CCc1ccc2c(c1)C(c1ccc(N3CCOCC3)cc1)=NNC(c1ccncc1)=N2,-19%,?,1%,3%,4%,-3%,-27%,1%,0%,-7,-6%
Cn1c2ccccc2c(=O)c2c(=O)n(Cc3ccccc3)c(-c3ccc(F)cc3)nc21,-3%,4%,-2%,4%,1%,-2%,-26%,-2%,-13%,-9,-8%
CN1CCN(Cc2nc3ccccc3c(=O)n2Cc2nc(-c3cccc([N+](=O)[O-])c3)cs2)CC1,-2%,-7%,0%,0%,2%,-4%,-67%[inhibitor],-10%,?,14,?
COc1ccccc1C(=O)NCCc1c(C)[nH]c2c(C)ccc(F)c12,1%,3%,1%,1%,-7%,7%,-18%,-1%,?,-4,-15%
CC1(C)S[C@@H]2[C@H](NC(=O)[C@H](C(=O)O)c3ccsc3)C(=O)N2[C@H]1C(=O)O,.,1%,.,3%,.,-9%,.,0%,-2%,10,4%
C/C(N)=C(/C#N)C(=O)COC(=O)c1cc(S(=O)(=O)N2CCCCC2)ccc1C,0%,-1%,.,-5%,1%,2%,4%,-1%,-7%,-1,?
O=C(Nc1ccc2oc(-c3ccncc3)nc2c1)c1ccccc1,30%,0%,-5%,-2%,-5%,-1%,2%,-5%,-3%,-10,-4%
Cc1cc(N2CCC(C)CC2)nc(-c2ccccc2O)n1,-1%,17%,0%,-12%,-1%,7%,-3%,-4%,23%,-10,-1%
CC(C)N=Cc1c(O)[nH]c2ccccc12,4%,2%,2%,18%,-6%,-3%,13%,2%,?,-6,-2%
COc1ccc2c(c1)C(C)=CC(C)(C)N2S(=O)(=O)c1ccc(C)cc1,-5%,12%,2%,-13%,1%,-6%,-42%,0%,?,-1,-3%
O=C(NC1CCCCCC1)C1CCN(S(=O)(=O)c2cccc3cccnc23)CC1,-7%,-6%,-2%,-4%,-6%,4%,1%,0%,3%,-9,-13%
CCOc1ccccc1NC(=O)CCS(=O)(=O)c1ccc(Br)cc1,0%,18%,3%,0%,-12%,-14%,-8%,?,-3%,-1,-4%
O=C(N[C@H]1C/C=C\C[C@@H](CC(=O)N(CCO)Cc2ccccc2)C(=O)NC[C@H](c2ccccc2)OC1=O)OCC1c2ccccc2-c2ccccc21,-9%,.,-3%,-6%,-11%,1%,-32%,-1%,?,-10,?
COc1ccc(NC(=O)C2CCCN(S(=O)(=O)c3c(C)[nH]c(=O)[nH]c3=O)C2)cc1OC (centres undefined),10%,2%,3%,4%,-2%,-4%,-4%,0%,7%,9,9%
O=C(Nc1ccc(F)cc1)C1CCCN(C2=NS(=O)(=O)c3ccccc32)C1 (centres undefined),4%,-2%,3%,-4%,-2%,3%,10%,1%,-1%,-8,2%
COc1ccc(N2CCCC2)c(NC(=O)c2ccc(Br)o2)c1,0%,18%,-1%,-3%,-1%,7%,-17%,-1%,0%,6,-26%
CCN(CC)C(=O)c1sc(NC(=O)c2cccnc2)c(C(=O)OC)c1C,1%,0%,-1%[46.1 µM],8%,-8%,5%,-14%,-5%,-6%,-14,2.6µM*
Cc1n[nH]c(C)c1N1C(=O)c2cccc3c(N4CCCCCC4)ccc(c23)C1=O,-8%,10%,-3%,?,?,11%,-20%,-1%,?,-11,?
COCc1cc(=O)[nH]c(SCCS(=O)(=O)c2ccc(Cl)cc2Cl)n1,4%,-1%,4%,-5%,-5%,.,-18%,0%,0%,2,?
COc1cc2c(cc1NC(=O)COC(=O)CNS(=O)(=O)c1ccc(C)cc1)oc1ccccc12,-21%,4%,5%[46.1 µM],6%,0%,2%,-1%,-1%,13%,-14,?
Cc1ccc(C(=O)N/N=C/c2sc(=O)n(Cc3cccc(C(=O)O)c3)c2Cl)cc1,2%,1%,0%,-1%,-10%,-8%,-7%,0%,?,-10,11%
Cn1c(=O)c2c(nc(NCCNC(=O)c3ccco3)n2Cc2ccccc2)n(C)c1=O,-2%,7%,2%,-3%,-1%,4%,5%,-1%,3%,-11,-15%
Cc1cc(-c2ccccc2)nc(N/N=C/c2ccc([N+](=O)[O-])cc2)n1,-13%,-1%,-3%,2%,0%,-1%,-12%,-1%,-8%,-3,13µM*
Cc1cccc(NC(=O)c2c(O)c3cccc4c3n(c2=O)CCC4)n1,.,-2%,.,0%,.,8%,.,-3%,-1%,-1,9%
CCOc1ccc(S(=O)(=O)N2CCCCC2)cc1NC(=O)CC1OC(=O)c2ccccc21 (centres undefined),0%,5%,3%,2%,-7%,19%,-29%,-2%,-8%,-2,-21%
CCOC(=O)C(NC(C)=O)C(=O)Nc1ccc(OC)cc1 (centres undefined),-1%,-6%,10%,13%,0%,3%,13%,-1%,0%,0,2%
CCN(CC(=O)NCc1cccs1)C(=O)c1ccc(C)o1,0%,.,-1%,6%,2%,8%,-10%,0%,5%,-2,5%
CCN(CC(=O)Nc1c(F)cccc1F)C(=O)c1cccc(S(=O)(=O)N2CCCCCC2)c1,0%,7%,9%,9%,0%,7%,?,-1%,6%,-9,-16%
